Source: PubChem BioAssay
SKN-1 block – C. elegans SKN-1 inhibition; hit rate 0.49% among 360,000; C. elegans VP596 Pgst-4::GFP/RFP ratio, acrylamide-induced, 24 h; inhibition, % at 21.8 µM; AID 624304;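 active means interference check ratio from 0.5 to 1.5 plus GFP to RFP signal ratio inhibition reaching or exceeding a fixed threshold, cut at about 30% in these data, passing the limit was not always enough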; further: some compounds called inactive have numbers as strong as hits
MLLE-PAM2 inh – blocks PAM2 peptide binding to the PABP1 MLLE domain | GST-MLLE / FITC-PAM2 fluorescence polarization | inhibition, % at 20 µM | hit rate 0.36% among 360,000 | AID 588489; in the data active means inhibition above about 35%, passing the limit was not always enough;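 further: plate controls were DMSO wells with GST-MLLE for no effect and wells lacking GST-MLLE protein for full effect; some results filed as inactive read as strong as hits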
E coli Lon inh – inhibitors of E. coli Lon protease | P0A9M0 | purified E. coli Lon protease, fluorescence polarization | inhibition, % at 7.94 µM | hit rate 0.42% among 360,000; in the data active means inhibition above about 13%, passing the limit was not always enough;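 further: 0% = enzyme with probe and DMSO and 100% = no enzyme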
MT1-MMP act inh – blocks activation of human MT1-MMP. P50281. HT1080 RFP-PRO-GFP cells, GFP/RFP ratio fluorescence, overnight; percent of plate control window, DMSO zero. GFP/RFP ratio change, % at 20 µM. hit rate 0.061% among 360,000;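 active means GFP/RFP ratio change of at least 30% with cell ATP level not reduced by more than half and red fluorescence within 50% of control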; further: strong numbers were not always called active
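Test system: HT1080 cells expressing an RFP-PRO-GFP fluorescent reporter construct / Compound dosing: single-point 20 µM compound, 1% DMSO / Schedule: cells overnight before dosing, compound overnight, 37 °C, 5% CO2 / Evaluation: GFP/RFP fluorescence ratio / Control set: DMSO and RFP-L50D-GFP cell wells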
Rin1-Abl PPI inh – blocks binding of human Rin1 to Abl. TR-FRET Rin1/Abl binding, biochemical. P00519+Q13671. inhibition, % at 7.35 µM. hit rate 0.4% among 360,000; in the data active means inhibition above about 5%, passing the limit was not always enough
FAS-TE inh – inhibitors of human fatty acid synthase thioesterase domain; inhibition, % at 15 µM; recombinant FAS-TE, OMFH fluorogenic substrate, fluorescence endpoint; hit rate 0.67% among 360,000;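 active means compounds whose normalised, plate-corrected inhibition of enzyme fluorescence in the single-dose primary screen is 50% or more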;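 further: 0% = DMSO with enzyme and 100% = substrate without enzyme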
Neddylation inh – blocks human cullin neddylation. P61081+Q13564. TR-FRET cullin neddylation, biochemical. calls only at 25 µM. hit rate 0.58% among 360,000; in the data active means inhibition above about 36%
Target sequence (P61081 whole entry, looked up): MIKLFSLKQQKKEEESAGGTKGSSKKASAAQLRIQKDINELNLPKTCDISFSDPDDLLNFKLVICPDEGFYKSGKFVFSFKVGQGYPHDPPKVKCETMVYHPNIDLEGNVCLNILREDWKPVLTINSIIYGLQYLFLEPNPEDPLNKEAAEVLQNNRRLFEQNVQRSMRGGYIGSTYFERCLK
Target sequence (Q13564 whole entry, looked up): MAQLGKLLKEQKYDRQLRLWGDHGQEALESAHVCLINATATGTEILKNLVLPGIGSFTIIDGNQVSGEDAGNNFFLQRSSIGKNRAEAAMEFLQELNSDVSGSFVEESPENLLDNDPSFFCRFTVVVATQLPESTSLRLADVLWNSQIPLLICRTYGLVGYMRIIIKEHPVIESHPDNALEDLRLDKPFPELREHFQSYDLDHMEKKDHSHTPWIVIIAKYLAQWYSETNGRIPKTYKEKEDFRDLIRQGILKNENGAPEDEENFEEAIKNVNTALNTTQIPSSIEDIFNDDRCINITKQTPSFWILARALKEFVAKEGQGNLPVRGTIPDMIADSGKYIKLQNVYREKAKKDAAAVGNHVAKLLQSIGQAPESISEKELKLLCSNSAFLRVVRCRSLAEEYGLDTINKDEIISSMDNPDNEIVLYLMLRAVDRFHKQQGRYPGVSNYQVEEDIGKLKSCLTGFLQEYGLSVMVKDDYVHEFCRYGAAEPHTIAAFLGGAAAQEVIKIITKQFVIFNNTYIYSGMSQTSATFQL
CendR NRP1 mod – NRP-1/CendR interaction modulation. O14786. FAM-RPARPAR peptide binding to NRP-1, fluorescence polarization. inhibition, % at 25 µM. hit rate 0.85% among 360,000. AID 602438;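 active means inhibition or corrected inhibition above about 18%, plus a signal ratio from 0.5 to 1.5, limit read from the data, passing the limit was not always enough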; further: strong numbers were not always called active
MsrA act – activates bovine MsrA enzyme; activation, % at 10.6 µM; AID 602163; hit rate 0.3% among 360,000; purified bovine MsrA, absorbance read-out; in the data active means activation above about 7.5%;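 further: 0% = vehicle and 100% = reference activator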
* hit, by the source's call; i = inactive; / = not tested or not shown.

SMILES | SKN-1 block | MLLE-PAM2 inh | E coli Lon inh | MT1-MMP act inh | Rin1-Abl PPI inh | FAS-TE inh | Neddylation inh | CendR NRP1 mod | MsrA act
Cc1ccc2cc(NC(=O)C3(C)CCN3CC(C)C)ccc2n1 (stereo not drawn) | -1 | 11 | -3 | -2 | 0 | -8 | i | -8 | -3
COc1ccc(NC(=O)C2CCN(C(=O)NC3CCCCC3)CC2)c(OC)c1 | 20 | -1 | -5 | 5 | 0 | -7 | i | 3 | -3
CC(=O)Nc1ccc(NC(=O)C(C)OC(=O)c2ccc3ccccc3n2)cc1 (stereo not drawn) | 16 | -10 | -2 | -3 | 2 | -6 | i | 12 | -4
O=C(CCCNC(=O)/C(=C\c1ccc(F)cc1)NC(=O)c1ccccc1)OCc1ccccc1 | 10 | 12 | 1 | 4 | 3 | -1 | i | 31* | -8
CC(=O)N1c2ccc(S(=O)(=O)N3CCC(C(=O)Nc4ccc(C)cn4)CC3)cc2CC1C (stereo not drawn) | 0 | -3 | -3 | 1 | 0 | -2 | i | -2 | -3
c1ccc(-c2nnc(SCc3nc4ccccc4[nH]3)n2Cc2ccco2)cc1 | 12 | -56 | -11 | 6 | -1 | -2 | i | -12 | -3
O=C(CSc1nnc(-c2ccc(F)cc2)n1CC1CCCO1)NCc1ccco1 (stereo not drawn) | -6 | 2 | 4 | 0 | -1 | -1 | i | -8 | -4
Cc1cnn(C(=S)NCCc2ccccc2)c1 | 0 | 9 | -12 | 2 | 6 | 16 | i | 7 | 0
COc1ccc(-c2nc(CSCC(=O)NCCCN3CCCC3=O)c(C)o2)cc1 | 8 | -1 | -11 | 2 | -1 | -4 | i | 2 | -3
Cc1c(CC(=O)NC(C)C)c(=O)oc2cc3c(cc12)CCC(C)(C)O3 | 9 | 4 | -9 | 1 | 3 | -2 | / | 0 | -4
Cc1ccc(N2C(=O)C(NC(=O)c3ccccc3)(C(F)(F)F)C3=C2CC(C)(C)CC3=O)cc1 (stereo not drawn) | 8 | 0 | 3 | 6 | -1 | 1 | i | 18 | -4
Cn1nc(C(=O)Nc2ccccc2)c2c1-c1ccccc1S(=O)(=O)C2 | -19 | 7 | -5 | 3 | 1 | 6 | i | -6 | -4
O=C(N/N=C/c1ccc[nH]1)c1ccccc1O | 19 | 8 | 0 | -17 | 2 | -6 | i | -3 | -5
Cc1ccccc1N(CC(=O)NC1CCCC1)C(=O)C1(C)CC(=O)N=C2C=CC=CN21 (stereo not drawn) | 18 | 8 | 0 | 5 | -3 | -10 | / | -9 | 1
CCOC(=O)C1CCN(C(C(=O)Nc2ccc3c(c2)OCCO3)c2ccccc2)CC1 (stereo not drawn) | 8 | 0 | -8 | -3 | 4 | 10 | i | -6 | -1
O=C(CCCOc1ccccc1)NC1CCCc2ccccc21 (stereo not drawn) | 15 | 3 | 19 | -7 | 0 | 2 | i | -4 | -3
Cc1ccccc1NC(=S)/C(=C(\[O-])c1ccc(C)c([N+](=O)[O-])c1)[n+]1ccccc1 | 1 | 2 | 3 | -2 | -3 | -14 | i | 1 | -1
COC(=O)c1ccc(NC(=O)C2CCN(S(C)(=O)=O)CC2)cc1 | -1 | -7 | 2 | -3 | -3 | -1 | i | 4 | 2
O=C(CNC(=O)C1COc2ccccc2O1)N/N=C/c1ccc(O)cc1O (stereo not drawn) | 5 | 11 | -10 | 1 | -1 | -5 | i | -3 | -1
CN1CCc2cc(Cl)c(O)cc2[C@@H](c2ccccc2)C1 | 1 | 11 | 1 | -2 | 4 | 0 | i | -13 | 3
O=C(c1cc([N+](=O)[O-])ccc1N1CCOCC1)N1CCOCC1 | -9 | -10 | -6 | / | -2 | -6 | i | -9 | -16
Cc1c(Cl)cccc1NC(=O)CSc1nnc(CCNC(=O)OC(C)(C)C)o1 | -11 | -8 | -9 | 1 | -3 | -7 | i | -2 | 1
CC(C)CCNC(=O)c1cc(-c2cccs2)nc2ccccc12 | 17 | -7 | -5 | 0 | 2 | 8 | / | -4 | -3
O=C(CN1C(=O)NC2(CCCCCC2)C1=O)NCc1cccs1 | 8 | -11 | -11 | -3 | -1 | -9 | i | 4 | -4
CCCC(=O)OCCNC(=O)c1cc2ccccc2oc1=O | -11 | 5 | -2 | 11 | -4 | 0 | i | -5 | -11
NC(=O)c1sc2nc3c(c(-c4ccco4)c2c1N)CCC3 | 28 | 16 | -6 | -22 | -5 | 0 | i | -12 | 0
COc1cccc(C2=NOC(C(=O)Nc3ccc4c(c3)OCO4)C2)c1 (stereo not drawn) | -8 | 4 | 8 | 6 | 0 | 4 | i | 7 | -2
CC(C)c1ccc(N2C(=O)CC(NNC(=O)c3ccccc3Cl)C2=O)cc1 (stereo not drawn) | 5 | 6 | -3 | 4 | -5 | -3 | i | 0 | -3
O=C(CCS(=O)(=O)c1ccccc1)Nc1ccc(Cl)cn1 | 16 | -4 | 8 | -2 | 0 | -5 | i | 6 | -3
COc1ccc(C(=O)c2c(-c3cccc(C)c3)oc3ccc(N4CCOCC4)cc23)cn1 | -12 | 0 | 5 | -2 | -3 | 28 | i | 0 | -3
CN(C)S(=O)(=O)c1ccc(NC(=O)/C=C/c2ccccc2Cl)cc1 | 3 | -10 | 9 | -4 | -4 | 21 | i | -1 | -2
Cn1c(=O)c2c(-c3ccccc3)n(-c3ccccc3N)cc2n(C)c1=O | 1 | 2 | -7 | -7 | -1 | -11 | i | 0 | -5
O=C(N/N=C/c1ccc2ncccc2c1)c1cc(-c2cccs2)nc2ccccc12 | -1 | -7 | 1 | -10 | -1 | 3 | / | 8 | -1
N#CC(c1ccccn1)(c1ncc(C(F)(F)F)cc1Cl)N1CCOCC1 (stereo not drawn) | -1 | -2 | -8 | -4 | 2 | -1 | i | -5 | -2
O=C(CN(c1ccc([N+](=O)[O-])cc1)S(=O)(=O)c1ccccc1)N1CCCCC1 | -1 | 5 | -4 | -3 | 5 | 20 | i | 6 | -4
COc1cccc(CNC(=O)c2ccc(CS(=O)(=O)Cc3ccccc3C)o2)c1 | -1 | 9 | -6 | 1 | 1 | 0 | i | -2 | -2
COc1ccc(CCNC(=O)CCc2cn(C)c3ccccc23)c(OC)c1 | 17 | -10 | -1 | 2 | -3 | 2 | i | 5 | -2
CCOc1ccc(N2CC(C(=O)Nc3nnc(Cc4ccccc4)s3)CC2=O)cc1 (stereo not drawn) | -15 | -10 | -8 | 2 | 3 | 1 | i | -4 | -1
Cc1cc(NC(=O)COc2ncnc3sc(C)c(C)c23)no1 | 20 | 2 | 7 | 4 | -2 | -7 | i | 3 | 1
CN1CCc2nc3ccccc3c(C(=O)OCC(=O)N(CCC#N)c3ccccc3)c2C1 | 4 | -13 | 5 | -7 | -1 | -6 | / | -3 | -1

Three of the entries above in order of the E coli Lon inh value, descending:
SMILES	E coli Lon inh
CN(C)S(=O)(=O)c1ccc(NC(=O)/C=C/c2ccccc2Cl)cc1	9
COc1cccc(C2=NOC(C(=O)Nc3ccc4c(c3)OCO4)C2)c1 (stereo not drawn)	8
NC(=O)c1sc2nc3c(c(-c4ccco4)c2c1N)CCC3	-6

Remaining list, next part.
SMILES | SKN-1 block | MLLE-PAM2 inh | E coli Lon inh | MT1-MMP act inh | Rin1-Abl PPI inh | FAS-TE inh | Neddylation inh | CendR NRP1 mod | MsrA act
O=C(CCNC(=O)c1ccco1)Nc1cccc(Br)c1 | 10 | 3 | 6 | -4 | 0 | -2 | i | 7 | -1
C[C@H](CO)N1C[C@H](C)[C@@H](CN(C)S(C)(=O)=O)Oc2ccc(NC(=O)C3CCCCC3)cc2C1=O | -5 | 0 | 3 | / | 0 | -10 | i | 5 | -12
C/C(=C\C(=O)C(F)(F)F)Nc1ccc(C)cc1 | -4 | 0 | 2 | 1 | 1 | -1 | i | 1 | -5
CCc1c(O)nc(SCC(=O)Nc2ccc(C)cc2)n(C2CCCCC2)c1=O | 8 | -24 | -35 | -12 | 1 | -15 | i | -88 | -1
CC(C)[C@H](NC(=O)c1ccccc1)C(=O)OCC(=O)NCc1ccc2c(c1)OCO2 | 1 | 9 | -4 | 2 | 5 | -3 | i | 0 | -6
COc1ccc(CCCC(=O)NCc2ccccc2)cc1C | 10 | -1 | -6 | 3 | 0 | -3 | i | -12 | -4
O=C(Nc1cccc(Cl)c1N1CCOCC1)c1ccc([N+](=O)[O-])o1 | 2 | -1 | -2 | -3 | 1 | 7 | i | 2 | -3
CCOC(=O)c1ccc(-c2ccc(C3Nc4ccccc4C(=O)N3O)o2)cc1 (stereo not drawn) | 12 | 20 | -7 | -1 | 0 | -24 | i | -8 | -6
COCc1cc(C)nc(SCc2ccc([N+](=O)[O-])cc2)c1C#N | 11 | -1 | -7 | -3 | -3 | 24 | i | 10 | -3
CC1(C)CC(=O)C=C(Nc2ccc(F)cc2)C1 | 15 | -13 | -4 | 3 | -1 | -6 | i | -3 | -1
COc1cc(C(=O)N(CCc2ccccc2)C2CC3CCC(C2)N3C)cc(OC)c1OC (stereo not drawn) | 11 | 4 | 9 | -3 | -1 | -2 | i | -6 | -2
O=C(CCNC(=O)Cn1ccc2ccccc2c1=O)NCCc1ccccc1Cl | -1 | 4 | -8 | 3 | 3 | -8 | i | 13 | -1
CC(C)CNC(=O)c1cccc(NC(=O)Cc2ccc(Cl)cc2)c1 | -4 | 6 | 0 | 5 | 0 | -9 | i | 1 | -10
O=C(NCc1cccnc1)Nc1cccc(NC(=O)NCc2cccnc2)c1F | 8 | 5 | 6 | 5 | 2 | -6 | i | -3 | -11
O=C(Nc1c(F)c(F)c(F)c(F)c1F)NC1CCCCC1 | 5 | 3 | -8 | -1 | 1 | -1 | i | 6 | -15
Cc1cccnc1NC(=O)c1nn(C)c2c1CS(=O)(=O)c1ccccc1-2 | -16 | 11 | -4 | 3 | 1 | -2 | i | 6 | -6
O=C(CN1C(=O)CCSc2ccc(S(=O)(=O)N3CCCC3)cc21)Nc1ccccc1Cl | 5 | 11 | 14 | 0 | -9 | 4 | i | 2 | -1
COc1ccc(O)c(C(=O)c2coc(=N)c(C(=O)Nc3ccc(SC(F)F)cc3)c2)c1 | 15 | -65 | -170 | -77 | -2 | 28 | i | -186 | -5
COc1ccc(NC(=O)C(=O)NCC(c2ccco2)N2CCc3ccccc3C2)cc1OC (stereo not drawn) | -6 | 8 | 0 | 0 | 3 | 13 | i | -1 | 0
Cc1cccc(NS(=O)(=O)c2ccc(NC(=O)N3CCCCC3)cc2)c1 | 6 | -4 | 7 | -6 | 0 | 5 | i | 6 | -3

The final two compounds of the section before are carried over, then new ones follow:
SMILES | SKN-1 block | MLLE-PAM2 inh | E coli Lon inh | MT1-MMP act inh | Rin1-Abl PPI inh | FAS-TE inh | Neddylation inh | CendR NRP1 mod | MsrA act
COc1ccc(NC(=O)C(=O)NCC(c2ccco2)N2CCc3ccccc3C2)cc1OC (stereo not drawn) | -6 | 8 | 0 | 0 | 3 | 13 | i | -1 | 0
Cc1cccc(NS(=O)(=O)c2ccc(NC(=O)N3CCCCC3)cc2)c1 | 6 | -4 | 7 | -6 | 0 | 5 | i | 6 | -3
O=C(COC(=O)Cc1ccc(Cl)cc1)Nc1ccccc1F | 3 | -3 | -2 | 1 | 3 | -1 | i | -3 | -1
Cc1cc(S(=O)(=O)N2CCCCCC2)c(Cl)cc1Cl | 3 | -3 | -9 | 1 | 1 | 20 | i | 7 | -1
CC(NCc1ccc(F)cc1)C(=O)NC1CCCCC1 (stereo not drawn) | 4 | 5 | -3 | -4 | 1 | -1 | i | 20 | -3
O=C(COC(=O)c1cc(=O)[nH]c(=O)[nH]1)Nc1cccc(S(=O)(=O)N2CCCCC2)c1 | -2 | 3 | 7 | 1 | -6 | -2 | i | -5 | -2
CC1=C(C(=O)Nc2ccc(C)cn2)C(c2cnn(C)c2)C2=C(CCCC2=O)N1 (stereo not drawn) | 7 | 1 | -1 | -2 | 4 | -6 | / | 4 | -4
CCOc1ccc(/C=C/C(=O)Nc2ccccc2C(F)(F)F)cc1 | 5 | 2 | -14 | -1 | -1 | 2 | i | -2 | -1
